PI4K2A block – qHTS for small molecular inhibitors of PI4K2A; purified PI4K2A, ADP-Glo luminescence, 1 h; active compounds read low; activity change, negative = inhibition, % at 76.9 µM; AID 1346378, 2018; actives 0.13% (n = 420,000); in the data active = activity change below about -50%; inconclusive = mostly about -30% to -49%;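 also: -100% = wells without enzyme as full effect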
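Compounds are screened against recombinant PI4K2A using PI as substrate and ATP, the latter dispensed at 300 microM. Reactions run one hour at ambient temperature before ADP-Glo detection; full inhibition defined by wells lacking enzyme.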
GRP78 ERSR act – qHTS for Inducers of the Endoplasmic Reticulum Stress Response (ERSR) in Human Glioma: qHTS; actives 0.02% (n = 420,000); U87-MG GRP78 promoter luciferase reporter, 16 h; Potency, µM, for the others: at the highest dose activation, hits mostly activators; also: potency is read from the fitted curve at half-maximal effect; series mostly up to about 76 µM; % of control where 0% means no effect; nearly all actives have a fitted effect of over 35% in size
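Stably transfected U87-MG human glioma cells carrying a GRP78-based luminescent sensor were seeded at 1000 cells/well, pin-dosed with compounds and incubated 16 h. Luciferase reagent was then added, and end-point luminescence was read after 10 min at room temperature.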
TrxR1 substrate – qHTS Assay for Substrates of Mammalian Selenoprotein Thioredoxin Reductase 1 (TrxR1): qHTS; Potency, µM (series often up to 114 µM), inactives show at the top dose activity change, negative = substrate turnover; Thioredoxin reductase 1, cytoplasmic (Rattus norvegicus), O89049; purified TrxR1 substrate turnover, NADPH consumption readout; actives 0.01% (n = 390,000); also: potency is read from the fitted curve at half-maximal effect; % is scaled to controls: 0 for no effect and ±100 for the full control effect; nearly all actives have a fitted effect of over 50% in size
Target sequence (O89049 whole entry, looked up): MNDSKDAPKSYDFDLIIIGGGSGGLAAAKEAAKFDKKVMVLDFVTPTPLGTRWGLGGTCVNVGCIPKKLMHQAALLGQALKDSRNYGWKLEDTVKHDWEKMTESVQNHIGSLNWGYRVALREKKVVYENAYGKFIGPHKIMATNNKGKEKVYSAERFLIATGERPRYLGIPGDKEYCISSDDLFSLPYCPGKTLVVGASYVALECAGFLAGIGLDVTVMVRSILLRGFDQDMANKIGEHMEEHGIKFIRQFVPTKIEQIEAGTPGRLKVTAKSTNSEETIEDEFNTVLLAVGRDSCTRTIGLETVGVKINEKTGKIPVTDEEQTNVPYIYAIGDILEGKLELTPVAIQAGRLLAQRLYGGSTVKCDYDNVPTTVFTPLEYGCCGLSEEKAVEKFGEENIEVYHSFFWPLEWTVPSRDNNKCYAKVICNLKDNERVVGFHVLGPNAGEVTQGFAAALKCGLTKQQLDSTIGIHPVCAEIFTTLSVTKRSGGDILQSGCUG
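Rat TrxR1, dispensed at 90 nM, was prereduced with 400 uM NADPH (final) for 5 min at ~22 deg C, then incubated with compound 15 min before 400 uM selenite. A first-read NADPH fluorescence drop versus no-compound background flagged substrates.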
IDH1 R132H inh – qHTS for Inhibitors of mutant isocitrate dehydrogenase 1 (IDH1): qHTS. Isocitrate dehydrogenase [NADP] cytoplasmic (Homo sapiens), O75874. IDH1-R132H enzyme, NADPH consumption, diaphorase/resazurin fluorescence. Potency, µM (doses to about 76.6 µM), without a hit: at the top dose activity change, negative = inhibition, usual class: inhibitors. actives 0.093% (n = 390,000). AID 602179, 2012; also: potency is read from the fitted curve at half-maximal effect; % is scaled to controls: 0 for no effect and ±100 for the full control effect; nearly all actives have a fitted effect of over 65% in size
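IDH1-R132H (0.5 ug/mL) preincubated 30 min with compound, then NADPH (0.016 mM) and alpha-KG (2 mM) added; 80 min at RT, pH 7.5. Remaining NADPH coupled via diaphorase/resazurin to fluorescence (540/590 nm); concentration-response curves normalized to no-enzyme control.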
RXFP1 ag – qHTS Assay for Agonists of the Relaxin Receptor RXFP1. Relaxin receptor 1 (Homo sapiens), Q9HBX9. HEK293T-RXFP1 cAMP TR-FRET, 30 min; response scale: percent of porcine relaxin response, buffer zero. Potency, µM (top dose mostly 57.5 µM), for inactives: top-dose activation, usual class: activators. actives 0.3% (n = 370,000). AID 2676, 2010; also: potency is read from the fitted curve at half-maximal effect; % is scaled to controls: 0 for no effect and ±100 for the full control effect; nearly all actives have a fitted effect of over 60% in size; many of its hits are not listed in these tables
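cAMP rise read by TR-FRET after 30 min, 37C compound exposure (up to 58 uM) in RXFP1-transfected HEK293 cells with Ro 20174 present. EC50 from Hill-equation fits, with 29 nM porcine relaxin as 100% and buffer as basal.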
LDHA block – qHTS assay for inhibitors of human lactate dehydrogenase | purified LDHA, NADH/diaphorase-resazurin fluorescence; active compounds read low | activity change, % (values are at about 110 or 230 µM) | actives 0.15% (n = 480,000) | AID 1347041, 2019; in the data active = activity change below about -30%; inconclusive = mostly about -25% to -30%;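 also: plate controls were DMSO wells for no effect and wells without enzyme for full effect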
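LDH5 2 nM; NADH 0.06 mM, pyruvate 0.2 mM; 200 mM Tris pH 7.4, EDTA, Tween-20; 5 min RT. Detection: diaphorase 0.133 mg/mL + resazurin 37 µM, fluorescence ex540/em590 at 0 and 20 min; normalized to enzyme-free and DMSO wells.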
Vif-A3F inh – qHTS for Inhibitors of Vif-A3F Interactions: qHTS. HeLa A3F-eYFP + Vif (tagged APOBEC3F with the HIV-1 protein that degrades it), YFP fluorescence increase. Potency, µM (doses to about 46.1 µM), without a hit: at the top dose activity, negative = active. actives 0.2% (n = 390,000). AID 602313, 2012; also: potency is read from the fitted curve at half-maximal effect; % of control where 0% means no effect; nearly all actives have a fitted effect of over 65% in size
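Fluorescence increase (Ex 488/Em 500-530) after overnight compound treatment at 37 deg C flags inhibition of Vif-driven A3F-eYFP loss in stable HeLa A3F-eYFP/Vif cells seeded overnight beforehand.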
Vif-A3G inh – qHTS for Inhibitors of Vif-A3G Interactions: qHTS; DNA dC->dU-editing enzyme APOBEC-3G (Homo sapiens), Q9HC16; HeLa A3G-eYFP + Vif (tagged APOBEC3G with the HIV-1 protein that degrades it), YFP fluorescence, overnight; Potency, µM (doses to about 46.1 µM), without a hit: top-dose activity, negative = active, actives largely listed as inhibitors; actives 0.076% (n = 410,000); AID 602310, 2012;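 also: potency is read from the fitted curve at half-maximal effect; % is scaled to controls: 0 for no effect and ±100 for the full control effect; nearly all actives have a fitted effect of over 60% in size; hits raise eYFP signal because A3G escapes Vif-driven loss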
Target sequence (Q9HC16 whole entry, looked up): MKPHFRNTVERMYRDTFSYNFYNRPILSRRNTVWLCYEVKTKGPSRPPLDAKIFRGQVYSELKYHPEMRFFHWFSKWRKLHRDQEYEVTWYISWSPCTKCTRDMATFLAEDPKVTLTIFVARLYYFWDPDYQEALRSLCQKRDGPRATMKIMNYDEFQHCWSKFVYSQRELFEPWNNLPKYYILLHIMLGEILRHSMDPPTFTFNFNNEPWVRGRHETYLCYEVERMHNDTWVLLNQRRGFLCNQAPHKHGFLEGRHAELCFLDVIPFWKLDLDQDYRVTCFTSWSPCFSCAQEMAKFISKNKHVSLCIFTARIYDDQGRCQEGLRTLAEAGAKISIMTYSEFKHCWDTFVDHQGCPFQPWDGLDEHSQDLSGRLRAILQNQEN
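HeLa cells stably expressing Vif and C-terminally eYFP-tagged A3G, seeded overnight at 37 deg C, then exposed to compound by pintool overnight at 37 deg C. Rise in yellow fluorescence (Ex 488/Em 500-530, Acumen) marks blocked Vif-driven A3G degradation.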
USP1-UAF1 inh – Inhibitors of USP1/UAF1: Primary Screen; recombinant USP1/UAF1, Ub-Rhodamine cleavage fluorescence; Potency, µM (doses to about 57.1 µM), for the others: at the top dose activity change, negative = inhibition, usual class: inhibitors; actives 0.23% (n = 390,000); AID 743255, 2014; also: potency is read from the fitted curve at half-maximal effect; % is scaled to controls: 0 for no effect and ±100 for the full control effect; nearly all actives have a fitted effect of over 60% in size; inactives centre near -12
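USP1/UAF1 complex (1 nM) preincubated 15 min at room temperature with compound, then Ub-Rho substrate (150 nM final) added. Kinetic fluorescence at 480/540 nm over 6 reads at 60 s intervals; 50 mM HEPES pH 7.8, 0.5 mM EDTA, 0.1 mg/ml BSA, 1 mM TCEP, 0.01% Tween-20.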
An asterisk follows results filed as active; ? = inconclusive; nt = no result given; & = joins results of further samples; [ ] = remark or other dose. Unless noted, calls follow the shape of the dose curve; as a rule, active = well fitted curve in the direction sought with a large enough effect; inconclusive = small, poorly fitted or top-dose-only effect, or another doubt; inactive = no such curve, though single readings can be large; an effect the other way counts as inactive or inconclusive. The list is partial; rates above refer to the full screens.

SMILES | PI4K2A block | GRP78 ERSR act | TrxR1 substrate | IDH1 R132H inh | RXFP1 ag | LDHA block | Vif-A3F inh | Vif-A3G inh | USP1-UAF1 inh
CCC(C(=O)OCC(=O)NC(=O)c1ccccc1)c1ccccc1 (configuration not stated) | -6.0 | -3.6% | -6.7% | 10.1% | 0.8% | -4.7 | -9.4% | 1.3% | -21.2%
CSc1nc2ccccc2n1CC(=O)N1CCCCC1 | -2.8 | -4.6% | -0.3% | 5.1% | -0.4% | -6.4 | 1.2% | -1.1% | -19.1%
Cc1cccc(CCN2CCN=C2N(C)C)c1 | -4.3 | -3.3% | 4.0%[57.1 µM] | -1.7% | -0.1% | -17.1 | 7.8% | -0.6% | -20.4%
O=C(CCC(=O)NNC(=O)c1ccccc1[N+](=O)[O-])NCc1ccccc1 | 2.7 | -0.9% | 1.5%[57.1 µM] | 6.0% | 0.7% | -0.2 | 12.1% | -0.1% | -8.5%
COc1ccc(NS(=O)(=O)Cc2ccccc2)cc1OC | 0.4 | -1.8% | 3.4% | 0.2% | -0.1% | 6.0 | -10.8% | 0.2% | -6.9%
CCC(c1ccc(O)cc1)C(CC)c1ccc(O)cc1 (configuration not stated) | 8.6 | 2.9%&-1.5% | -0.9% | -2.6% | 0.4% | -11.0 | -18.8% | -23.8% | -17.5%
O=C(COC(=O)c1ccc(S(=O)(=O)Nc2ccccc2)cc1)NCC1CCCO1 (configuration not stated) | 7.7 | -2.7% | 3.5% | -4.2% | 0.0% | -2.3 | 3.2% | -3.8% | -18.3%
CCc1ccc(Oc2c(C(F)(F)F)oc3c(CN4CCC(C)CC4)c(O)ccc3c2=O)cc1 | -1.7 | -2.9% | -3.1% | -6.9% | -2.2% | -3.1 | -1.0% | -2.7% | -20.4%
COCCn1ccc(O)c(Cc2ccc(Cl)cc2)c1=O | -1.2 | -1.9% | 11.4%[57.1 µM] | 8.6% | -0.2% | 0.4 | -1.1% | 0.5% | 2.7%
COc1ccc(Cn2nnnc2C(c2ccc3ncccc3c2)N2CCN(C3CCCCC3)CC2)cc1 (configuration not stated) | -1.3 | -2.0% | -1.2% | -8.3% | ? | -9.9 | -5.2% | 0.0% | -22.4%
COC(=O)c1cc(Cl)c(NC(=O)C(C)C)cc1OC | 0.1 | 0.2% | -10.8%[57.1 µM] | 8.1% | 3.0% | -5.5 | -5.5% | -4.8% | -6.5%
CCC(C(=O)N1CC2(C)CC1CC(C)(C)C2)N1C(=O)c2ccccc2C1=O (configuration not stated) | 8.6 | -4.6% | -4.5% | 0.5% | 0.2% | -3.6 | 2.2% | 4.6% | 5.9%
COc1ccc(S(=O)(=O)N(CC(=O)NCc2ccncc2)c2cc(C)cc(C)c2)cc1OC | 3.3 | -2.1% | 1.8% | 2.4% | 2.9% | -4.5 | -3.2% | -0.2% | -18.8%
Nc1c(N(CCCO)C(=O)C2CCCCC2)c(=O)[nH]c(=O)n1Cc1ccccc1 | 6.4 | -6.1% | -1.4% | -1.6% | nt | -7.0 | -5.4% | -0.8% | -2.7%
Cc1ccc(Nc2nc3nonc3[nH]c2=O)cc1Cl | -4.4 | 2.3% | 0.4%[57.1 µM] | 0.3% | 0.4% | -1.0 | 11.2% | 1.9% | ?
COc1ccccc1N1CCN(C(=O)c2ccc(Cn3c(=O)[nH]c4ccsc4c3=O)cc2)CC1 | -0.9 | 2.5% | -2.7% | 11.2% | 3.6% | -3.9 | -2.8% | -3.5% | -16.2%
CC(=O)NS(=O)(=O)c1ccc(NC(=O)c2ccccc2F)cc1 | 10.6 | 0.1% | 2.3%[57.1 µM] | -4.8% | 2.3% | -1.7 | -1.4% | 2.9% | -14.9%
O=C(CSc1nnc(Cc2cc(=O)[nH]c(=O)[nH]2)n1-c1ccccc1)N1CCCCC1 | -0.4 | -1.3% | 1.4%[57.1 µM] | -10.8% | 0.7% | -5.1 | 5.1% | 3.0% | -24.7%
CCOc1cc(NC(=S)NCCCN(C)C)c(OCC)cc1NC(=O)C1CC1 | 2.7 | -1.7% | -0.8% | 2.5% | -2.9% | 0.9 | 2.7% | -10.0% | -13.4%
CCCC/C(C)=N\NC(=O)CNS(=O)(=O)c1ccc([N+](=O)[O-])cc1 | 3.2 | -1.9% | 0.7% | -4.4% | 2.1% | -5.8 | 0.1% | -2.3% | -16.3%
CCc1ccc(NS(=O)(=O)c2cccc3nonc23)cc1 | 0.2 | -2.8% | 5.3%[57.1 µM] | -2.1% | -1.7% | -4.6 | -31.5% | -3.0% | -21.4%
O=C(COc1cc2oc(=O)c3c(c2cc1Cl)CCC3)NCC(O)c1ccccc1 (configuration not stated) | 2.3 | -3.3% | 0.8% | 20.3% | 4.8% | -5.2 | 2.0% | 0.9% | -14.8%
COC(=O)C(COC(=O)c1c(F)cccc1F)NC(=O)c1c(F)cccc1F (configuration not stated) | 1.6 | 0.4% | 2.4% | -0.9% | 3.0% | -2.1 | 0.1% | -3.5% | -9.3%
CCOC(=O)c1ccc(N2C(=O)C(O)=C(C(C)=O)C2c2ccccc2)cc1 (configuration not stated) | -2.3 | -2.4% | -11.1% | 1.6% | 14.9% | 5.3 | -11.1% | 0.8% | -2.1%
Cc1ccc(CN(Cc2ccco2)C(=O)COc2ccc(Cl)cc2)o1 | 3.6 | -4.2% | -5.5% | -12.5% | -0.7% | -2.3 | -0.7% | -3.0% | ?
SMILES | PI4K2A block | GRP78 ERSR act | TrxR1 substrate | IDH1 R132H inh | RXFP1 ag | LDHA block | Vif-A3F inh | Vif-A3G inh | USP1-UAF1 inh
COC(=O)c1cc(OC)c(OC)cc1NC(=O)c1ccc(Br)o1 | -7.2 | 0.2% | 13.2% | -0.5% | nt | -3.7 | nt | 0.9% | -1.4%
Cc1nnc(SCC(=O)N2CCC(C(N)=O)CC2)s1 | -4.6 | -2.2% | -7.7% | 10.2% | -0.3% | -7.0 | 4.0% | 2.5% | -6.3%
CCC(C)(C)C1CCc2c(sc(NC(=O)C3c4ccccc4Oc4ccccc43)c2C(N)=O)C1 (configuration not stated) | -0.5 | -0.5% | 12.2% | 13.9% | -1.0% | 2.8 | 2.3% | -0.2% | 6.6%
O=C(COC(=O)c1ccccc1Br)NC1CCCC1 | -1.6 | -3.7% | 6.4% | -4.3% | 1.5% | 1.9 | -11.2% | -2.5% | -3.6%
C=CCc1cccc2cc(C(=O)N3CCN(C(=O)c4ccccc4)CC3)c(=O)oc12 | -7.6 | -4.0% | -15.6%[57.1 µM] | 8.1% | -1.0% | -0.8 | -0.7% | -0.7% | -10.0%
CC(C)c1ccc(CN2CCC(C(=O)NCc3cccnc3)CC2)cc1 | 5.2 | -1.5% | -2.9%[57.1 µM] | 3.2% | 0.1% | -7.6 | -1.2% | 0.7% | -2.4%
Cc1cccn2c(=O)c3cc(C(=O)NCCCn4ccnc4)n(C)c3nc12 | 3.5 | -2.2% | 25.8%[57.1 µM] | 4.8% | 6.5% | 0.1 | 4.7% | -0.8% | -17.1%
COc1ccccc1OC(C)C(=O)Nc1ccc(S(=O)(=O)N2CCN(C)CC2)cc1 (configuration not stated) | -1.7 | -8.2% | 6.6% | 3.0% | 0.1% | -8.5 | -25.8% | 2.7% | -9.3%
CC(C)(C)OC(=O)N[C@@H](Cc1c[nH]c2ccccc12)c1nnc(SCC(N)=O)o1 | -3.0 | -7.7% | 4.1% | 13.0% | 1.5% | 3.9 | 3.8% | -0.7% | -13.1%
CCCCNC(=O)c1nc(C2CCN(S(=O)(=O)c3ccc(F)c(F)c3)CC2)oc1-c1cccc(C(F)(F)F)c1 | 0.9 | -3.3% | nt | nt | nt | -6.4 | nt | -2.5% | nt
O=C(NCC(c1ccco1)N1CCCCC1)c1cccc(S(=O)(=O)Nc2ccccc2Cl)c1 (configuration not stated) | -4.2 | -4.7% | -13.4% | 3.2% | -0.3% | -10.7 | -19.3% | 1.4% | -1.0%
Cc1cccc(NC(=S)Nc2cccc(C(F)(F)F)c2)n1 | -2.8 | -2.8% | -3.1% | -1.5% | 0.2% | -2.2 | ? | 3.2% | -1.8%
Cc1ccc(S(=O)(=O)N2CCC(C(=O)Nc3ccc(Oc4ccccc4)cc3)CC2)cc1 | 0.9 | -1.9% | 8.9% | 0.0% | -3.3% | -13.0 | -4.7% | 3.7% | -12.5%
CN(C)/C=C/C(=O)c1ccc(Oc2ccccc2)cc1 | -10.3 | 0.0% | -5.8% | 0.3% | 1.9% | -6.6 | 0.4% | -10.1% | -12.6%

Source: PubChem
